High-throughput results as filed in PubChem.
All columns: NCI-60 one-dose screen, growth in % after 48 h at 10 µM unless noted; 100 = growth as untreated, 0 = no growth, -100 = all killed.
HL-60(TB) = HL-60(TB) leukemia cells; actives 9% (n = 78,000); active means growth percent below 10
Numbers without * were called inactive; & = joins results of further samples. An excerpt; the hit share may differ from the screen's.

compound	HL-60(TB)
COc1ccc(-c2nc3ccccn3c2/C=C2/C(=O)Nc3ccc(F)cc32)cc1	23
Cc1ccc(NC(=S)/N=c2/n(-c3ccccc3)nc3n2CCN3C2=NCCN2)cc1	156
O=C1C=CC(=O)c2c1nc1n2CCCC1	95
CC(=O)Nc1cc2c(cc1Cl)-c1ccc(F)cc1C2O (stereo unspecified)	92
COc1ccc(/C=C(\C#N)n2nnc3c(F)cccc32)cc1	-5.4*
COc1ccc2nc3cc(Cl)ccc3c(Nc3ccc(O)c(CN4CCCC4)c3)c2c1	-51*
CCC/C=C/C=N/N1C(=S)N(CC)[C@]23OC(N)=C(C#N)[C@]12C(=O)c1ccccc13	102
C=CCn1c2c(c3ccccc31)CC1CN(c3ccc(C)cc3)C(=O)C1C2C(=O)O (stereo unspecified)	99
CC1=CC(c2ccc(Cl)cc2)N2N=CSC2=N1 (stereo unspecified)	104
CN(C)CCC(O)(c1ccccc1)c1ccccc1	86

compound	HL-60(TB)
COc1cc2cc3c(nc2cc1OC)CCN3Cc1ccc(NC(=O)Nc2cc(C(F)(F)F)cc(C(F)(F)F)c2)cc1	82
Cc1ccc(NC(=O)OC(C)N2CCCCC2)cc1NC(=O)OC(C)N1CCCCC1 (stereo unspecified)	82
C[C@]12CCC3c4ccc(O)cc4C[C@@H](CCCCCCCCCS(=O)CCCC(F)(F)C(F)(F)F)C3C1CC[C@@H]2O (stereo partly specified)	73
CC[N+](CC)(CC)Cc1ccccc1	96
CC1=NN(Cc2nc(-c3ccccc3)n[nH]2)C(=O)C1	93
C[C@H]1[C@H](OC(=O)CCC(=O)N(CCCc2cn(-c3ccc(C#N)cc3)nn2)CCNc2ccnc3cc(Cl)ccc23)O[C@@H]2OC3(C)CC[C@H]4[C@H](C)CC[C@@H]1[C@@]24OO3	-30*
CCCCn1c(=O)c(-c2cc(-c3ccc(Cl)cc3)nc(-c3ccc(Cl)cc3)c2)cc2cc(C)ccc21	100
CCN(CC)CCN=Cc1ccccc1OC	96
CCCCN(CCCC)CCCCNc1c(C)cnc2cc(Cl)ccc12	77
N#Cc1c(N)nc2c(c1N)C(c1cccc([N+](=O)[O-])c1)C1=C(CCCC1=O)N2c1sc2c(c1C#N)CCCC2 (stereo unspecified)	104

compound	HL-60(TB)
COc1ccc(-c2[nH]c(=S)[nH]c(=O)c2Br)cc1	91
COc1ccc2[nH]c(=O)cc(-n3ncc(/C(C)=N/Nc4ccc(S(N)(=O)=O)cc4)c3C)c2c1	96
O=C(C[C@]1(O)C(=O)Nc2ccc(Br)cc21)c1ccc[nH]1	99
O=C1NC(=S)NC(=O)C1=Cc1cc(-c2ccc(Cl)cc2)n(-c2ccccc2)n1	70
Fc1cccc(CN2CCN(c3nc(NCCN4CCOCC4)ncc3Br)CC2)c1	99
Nc1nc(Nc2ccc(Cl)cc2)n(Cc2cccc(Br)c2)n1	-14*
COC(=O)[C@@H](Cc1c[nH]c2ccccc12)NC(=O)[C@H](Cc1ccccc1)NCc1cccs1	83
COc1ccc(-c2nc(N3N=C(c4ccc(F)cc4)CCC3=O)n(C)c(=O)c2C#N)cc1OC	103
CNC(=O)c1cc(-c2ccc(NC(=O)Nc3ccc(F)cc3)cc2)nc2cccnc12	128
COc1ccc(/C=C2\Sc3c(Br)cccc3C2=O)cc1	93

compound	HL-60(TB)
CC(=O)Nc1c(C)cc(O)cc1C	94
COc1ccc(CCn2c(=O)sn(CCCl)c2=O)cc1	51
O=C(O)c1ccc(/C=N/NC(=O)c2cccc3ccccc23)cc1	83
CS(=O)(=O)c1ccc(C(=O)Nc2ccc(Cl)c(-c3ccccn3)c2)c(Cl)c1	14
CC1CC(O)CC(C)(C)C1.CC1CC(O)CC(C)(C)C1.CC1CC(O)CC(C)(C)C1.CC1CC(O)CC(C)(C)C1.[Ti] (stereo unspecified)	104
COc1cc2nc(NC(=O)c3ccc(Oc4ccc(Cl)nn4)c(OC)c3)sc2cc1OC	100
O=C(CNc1ccc(Cl)cc1)Nc1ccc(-c2nc3ccccc3s2)cc1	71
COc1cc2c3cc1Oc1c(OC)c(OC)cc4c1[C@@H](Cc1ccc(O)c(c1)Oc1ccc(cc1)C[C@@H]3N(C)CC2)N(C)CC4	85
O=C(O)CN1CCc2c(sc3ncnc(N/N=C/c4ccccc4Br)c23)C1	100
OCc1cc(CN2CCC(N3CCOCC3)CC2)c(O)c2ncccc12	68

compound	HL-60(TB)
Cn1c(=O)c2c(nc(OCc3ccccc3)n2C)n(C)c1=O	95
O=C(Nc1ccc(O)cc1)Nc1ccc(O)cc1	96
COc1cc(-c2c(-c3ccccc3)c[nH]c2C(=O)NCCCO)cc(OC)c1OC	97
CC(=O)CC(=O)Nc1cccnc1	94
CC(C)COC(=O)c1ccc([N+](=O)[O-])cc1	80
N=C(N)c1ccc(N=Nc2ccc(N)cc2N)cc1	101
COC(=O)/C(=C\c1c(C)[nH]c2ccccc12)S(=O)(=O)c1ccccc1	-27*
CCCOC(=O)N1CCCCC1	92
CC(=O)N(c1ccccc1)c1nc(-c2ccccc2)c[se]1	101
Nc1ccc(-c2nc3ccccc3s2)cc1	105

compound	HL-60(TB)
CC1/C(=N\NC(N)=S)C(C)C(c2ccc(Cl)cc2)NC1c1ccncc1 (stereo unspecified)	91
O=C(O)CCc1ccc([I+]c2ccccc2)cc1	99
Cc1cc(NS(=O)(=O)c2ccc(N3C(=O)/C(=C/c4coc5ccccc5c4=O)N=C3c3ccccc3)cc2)no1	115
COc1ccc([As]=[As]c2ccc(OC)c(NCS(=O)(=O)O)c2)cc1NCS(=O)(=O)O (stereo unspecified)	-7.4*
c1ccc(CNc2cccnc2)cc1	87
CCCCn1cnc2c(SCc3ccccc3Cl)nc(N)nc21	24
CCN(CC)c1cc(/C=C/c2ccc(Cl)cc2)nc2cc(Cl)c(Cl)cc12	83
COc1ccc(C2=NN(C(=O)COc3ccc(Cl)cc3)C(O)(c3cc(F)c(Cl)cc3Cl)C2)cc1 (stereo unspecified)	95
NCc1cccnc1	105&106
O=C(CCCl)Nc1ccccc1	91

compound	HL-60(TB)
Cc1cc(Br)c([N+](=O)[O-])cc1[N+](=O)[O-]	59
CNC(=O)c1nn(C)c(=O)[nH]c1=O	98
CC(=O)OCC(=O)C1(O)CCC2C3CCC4=CC(=O)CCC4(C)C34OC4CC21C (stereo unspecified)	89
Cn1cc(-c2nonc2-c2c[nH]c3ccc(Br)cc23)c2cc(Br)ccc21	54
CC(C)c1nc2c([nH]1)c(=O)n(C)c(=O)n2C	101
O=[N+]([O-])c1cccc(CN(Cc2cccc([N+](=O)[O-])c2O)C2CCCCC2)c1O	101
CC(C)[C@@H](C)/C=C/[C@@H](C)[C@H]1CC[C@@H]2[C@]1(C)CC[C@H]1[C@@]23OO[C@@]2(C[C@@H](O)CC[C@]12C)[C@H]1O[C@H]13	110
CC(C)(C)NC(=O)Nc1nccnc1OCc1ccc(Cl)cc1	93
CC(O)(c1ccccc1)c1ccccc1	107
CCN1CCN(c2cc3c(cc2F)c(=O)c(C(=O)O)cn3C2CC2)CC1	88

compound	HL-60(TB)
CC12CCC3C(C1)C(C(=O)O2)C(=O)OC3(C)C (stereo unspecified)	97&103
CC(=O)OC1CCC2(C)C(CCC3C4CCC(C(C)=O)C4(C)CC(=O)C32)C1 (stereo unspecified)	89
CC(=O)CCC(C#N)(C#N)C(C#N)(C#N)CCC(C)=O	99
CC(=O)Nc1ccc(C(C)(C)C)cc1	88
NC(c1ccccc1)c1ccccc1	87
Cc1ccccc1C(=O)c1ccccc1C(=O)c1ccccc1	99
CCN1CCC2(CC1)Nc1cc(Cl)ccc1-c1ccnn12	103
NNC(=O)c1cnccn1	83
CN(C)CCC(c1ccc(Br)cc1)c1ccccn1 (stereo unspecified)	112
Brc1ccc2[nH]cc(/C=N/N3CCCCCC3)c2c1	102&97

compound	HL-60(TB)
CC(NC(=O)CN)C(=O)O (stereo unspecified)	98
N/C(=N\c1nc2ccccc2s1)NC(=O)Nc1ccc(Cl)cc1	67
C[N+](C)(CCOC(c1ccccc1)c1ccccc1)CC(=O)OCc1ccccc1	100
CN(C)c1ccc(C(c2ccc(N(C)C)cc2)c2ccc([N+](=O)[O-])cc2)cc1	99
N#C/C(=C\c1ccc2c(c1)OCO2)c1nc2ccccc2s1	62
NCCC[C@H](N)C[C@H]1O[C@@H](n2cnc3c(N)ncnc32)[C@H](O)[C@@H]1O	99
O=[N+]([O-])c1ccc(OCCOc2ccccc2)c(Cl)c1	89
O=c1[nH]c(-c2cccc(F)c2)cc2cc(F)ccc12	-25*
CC(=O)c1[nH]c(Sc2ccccc2)c2ccccc12	54
Cc1ccc(Oc2nc3ccccc3cc2-c2nnc(-c3ccc(Cl)cc3)o2)cc1	100

compound	HL-60(TB)
CSc1cccc(NC(=S)NN/C(=N/S(=O)(=O)c2ccccc2)N2CCCC2)c1	112
O=c1cc(-c2ccccc2)oc2cc(OCc3cn(Cc4ccc(F)cc4)nn3)cc(OCc3cn(Cc4ccc(F)cc4)nn3)c12	98
O=C(O)CCN(Cl)Cl	109
Cc1ccc(S(=O)(=O)N2CCC(C(=O)Nc3ccc(F)cc3F)CC2)cc1	88
CC1=CC=CC(C)C(=O)N1 (stereo unspecified)	99
CSC1SCC2C(=O)N(C)C(C(C)C)C(=O)OCC(NC(=O)c3cnc4ccccc4n3)C(=O)NC(C)C(=O)N(C)C1C(=O)N(C)C(C(C)C)C(=O)OCC(NC(=O)c1cnc3ccccc3n1)C(=O)NC(C)C(=O)N2C (stereo unspecified)	-51*
COc1ccc(OC)c(C(=O)Nc2cccc(-c3cc(=O)c4ccccc4o3)c2)c1	89
COc1cc2oc(-c3ccc(NC(=O)c4ccc([N+](=O)[O-])cc4)cc3)cc(=O)c2c(OC)c1OC	94
COc1ccc(-c2[nH]c3ncc(-c4ccc(F)cc4)n3c(=O)c2C#N)cc1	91
COc1ccc(/C=C/C(=O)c2ccc(NC(=O)CSc3nnc(-c4cc(OC)c(OC)c(OC)c4)o3)cc2)cc1	-53*

compound	HL-60(TB)
COc1ccc(NC(=O)/C=C/c2ccc(NC(=O)N3CCOCC3)cc2)cn1	100
Nc1nc(SC/C=C/CCl)c2[nH]cnc2n1	103&98
CCOc1ccc(C(C)=O)cc1NC(=O)c1cccc(-c2nnn(CC)n2)c1	7.3*
NC(=O)NC(=O)/C=C\C(=O)OCCc1ccccc1	69
Cc1ccc(NCCCN2CCN(CCCNc3ccc(C)c4sc5ccccc5c(=O)c34)CC2)c2c(=O)c3ccccc3sc12	104
Cn1cc(-c2nc(-c3ccc4ccccc4c3)cs2)c2cc(F)ccc21	89
COc1ccc(/C(C)=N/Nc2ccc([N+](=O)[O-])cc2[N+](=O)[O-])cc1	96
CC(C)(C)c1ccc(OC(=O)c2ccccc2)cc1	93
CN(C)c1ccc(C#Cc2c(F)cccc2Cl)cc1	79
COc1ccc2c(c1)C(C)Cc1c(ncnc1-n1c(C)nc3ccccc31)N2C (stereo unspecified)	1.9*

In another format: results already given
> Cn1cc(-c2nc(-c3ccc4ccccc4c3)cs2)c2cc(F)ccc21
  HL-60(TB): 89

> COc1ccc(/C(C)=N/Nc2ccc([N+](=O)[O-])cc2[N+](=O)[O-])cc1
  HL-60(TB): 96

> CC(C)(C)c1ccc(OC(=O)c2ccccc2)cc1
  HL-60(TB): 93

> CN(C)c1ccc(C#Cc2c(F)cccc2Cl)cc1
  HL-60(TB): 79

Other structures follow:
compound	HL-60(TB)
NC(N)=NC(N)=NCc1ccco1	102
Cc1ccc2nc(-c3c(C)nn(-c4ccccc4)c3N3CCCC3)[nH]c2c1	119
CC1(C)C2CC1C1(/C=N\Nc3ccccc3)C(C2)C(C#N)(C#N)C1(C#N)C#N (stereo unspecified)	90
COC(=O)Cc1cc(O)cc2oc(-c3cc(OC)cc(OC)c3)cc(=O)c12	105
O=S(=O)(NCCNc1cc(-c2cn(-c3ccccc3)nc2-c2cccc(O)c2)ccn1)c1cccc(F)c1	27
Clc1ccccc1/C=N/N=C/c1ccccc1Cl	118
CC(C)NC(C)Cc1ccccc1 (stereo unspecified)	96
CCOC(=O)c1nn(C2CCCCO2)c2ccc(NC(=O)Cn3nnc4ccccc43)cc12 (stereo unspecified)	99
CCOC(=O)c1ccc2c(c1)nc(/C=C/c1ccc(Cl)cc1)n2-c1cc(C(C)(C)C)[nH]n1	73
C[C@]12CC[C@@H]3c4ccc(O)cc4CC[C@H]3[C@@H]1C[C@H](O)C2	52

compound	HL-60(TB)
O=[N+]([O-])c1ccc(CC(Cl)c2ccccn2)cc1 (stereo unspecified)	85
C=CCn1c(SCC(=O)Nc2ccc(/C(C)=N\O)cc2)nnc1-c1ccc(OC)c(OC)c1	86
COP(=O)(OC)/C(=N\NS(=O)(=O)c1ccc(C)cc1)c1ccccc1	100
O=c1[nH]c(=S)[nH]cc1Oc1ccc(Br)cc1	84
CSC1=NCCCC1	100
O=C1[C@H]2Cc3c([nH]c4ccccc34)[C@H](c3ccc(Br)cc3)N2C(=O)CN1C1CCN(Cc2c(F)cccc2F)CC1	95
CC(C)C(=O)OCc1ccccc1	101
COc1ccc(OC)c(/C=N/N=C/c2cc(OC)ccc2OC)c1	70
Cc1ccc(C)c(NS(C)(=O)=O)c1	127
CCOC(=O)CCCCSCCCCC(=O)OCC	98
COC(=O)CCCc1c[nH]c2ccccc12	83
O=S(=O)(Nc1ccsc1-c1nc(-c2ccccc2)no1)c1ccc(F)cc1	108

Arranged by count of non-hydrogen atoms (high to low): 6 of the compounds above
compound	HL-60(TB)
O=C1[C@H]2Cc3c([nH]c4ccccc34)[C@H](c3ccc(Br)cc3)N2C(=O)CN1C1CCN(Cc2c(F)cccc2F)CC1	95
C=CCn1c(SCC(=O)Nc2ccc(/C(C)=N\O)cc2)nnc1-c1ccc(OC)c(OC)c1	86
COP(=O)(OC)/C(=N\NS(=O)(=O)c1ccc(C)cc1)c1ccccc1	100
COc1ccc(OC)c(/C=N/N=C/c2cc(OC)ccc2OC)c1	70
CCOC(=O)CCCCSCCCCC(=O)OCC	98
Cc1ccc(C)c(NS(C)(=O)=O)c1	127
